Compound activity from PubChem.
CRFR2-BP ag: CRF-BP/CRF-R2 complex agonism. HEK293 CRF-R2/CRF-BP, calcium dye fluorescence (FLIPR); percent of saturating CRF peptide response. activation, % at 13.2 µM. actives 0.46% (n = 350,000). AID 588473;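 active = activation of at least 50%, plus an integration ratio under a set limit after plate pattern correction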;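 also: plate controls were neutral control wells without compound for no effect and CRF at EC100 for full effect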
MEKK3 PB1 HTS: modulators (inhibitors or enhancers) of MEK5 binding to human MEKK3 PB1 domain. Q99759. bead-based flow cytometry, Alexa488-MEK5 binding to MEKK3; actives lie on both sides; 0 = blocked by unlabeled MEK5, 100 = vehicle. binding response (% of control), % at 10 µM. actives 1.4% (n = 290,000). AID 1529;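 active = binding response more than 3 SD above or below the average of its plate-row segment, actives on both sides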;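 also: Alexa488 bead fluorescence after subtracting the streptavidin-only scavenger bead signal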
CHRM4 PAM: CHRM4 positive allosteric modulation; CHO-K1 hM4/Gqi5, Fluo-8 calcium fluorescence, ACh EC20; 0% = ACh EC20, 100% = maximal ACh; AID 624126; actives 0.4% (n = 360,000); P08173; activation, % at 3 µM;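 active = activation above its plate's cutoff, the mean activation of sample wells plus 3 SD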; also: some results filed as inactive read as strong as hits
IDE inh: inhibitors of human insulin-degrading enzyme in cells; HEK cells, FAbetaB cleavage, fluorescence polarization; actives 0.41% (n = 320,000); P14735; inhibition, % at 5.59 µM;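 active = percent inhibition above the average of all tested compounds plus 3 SD, set per screening campaign, cut at about 16% in these data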;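 also: IDE supplied by intact live HEK cells; FP after avidin binding of uncleaved biotin substrate so inhibition keeps polarization high; 0% = DMSO wells and 100% = 60 µM reference IDE inhibitor Ii1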
Target sequence (P14735 whole entry, looked up): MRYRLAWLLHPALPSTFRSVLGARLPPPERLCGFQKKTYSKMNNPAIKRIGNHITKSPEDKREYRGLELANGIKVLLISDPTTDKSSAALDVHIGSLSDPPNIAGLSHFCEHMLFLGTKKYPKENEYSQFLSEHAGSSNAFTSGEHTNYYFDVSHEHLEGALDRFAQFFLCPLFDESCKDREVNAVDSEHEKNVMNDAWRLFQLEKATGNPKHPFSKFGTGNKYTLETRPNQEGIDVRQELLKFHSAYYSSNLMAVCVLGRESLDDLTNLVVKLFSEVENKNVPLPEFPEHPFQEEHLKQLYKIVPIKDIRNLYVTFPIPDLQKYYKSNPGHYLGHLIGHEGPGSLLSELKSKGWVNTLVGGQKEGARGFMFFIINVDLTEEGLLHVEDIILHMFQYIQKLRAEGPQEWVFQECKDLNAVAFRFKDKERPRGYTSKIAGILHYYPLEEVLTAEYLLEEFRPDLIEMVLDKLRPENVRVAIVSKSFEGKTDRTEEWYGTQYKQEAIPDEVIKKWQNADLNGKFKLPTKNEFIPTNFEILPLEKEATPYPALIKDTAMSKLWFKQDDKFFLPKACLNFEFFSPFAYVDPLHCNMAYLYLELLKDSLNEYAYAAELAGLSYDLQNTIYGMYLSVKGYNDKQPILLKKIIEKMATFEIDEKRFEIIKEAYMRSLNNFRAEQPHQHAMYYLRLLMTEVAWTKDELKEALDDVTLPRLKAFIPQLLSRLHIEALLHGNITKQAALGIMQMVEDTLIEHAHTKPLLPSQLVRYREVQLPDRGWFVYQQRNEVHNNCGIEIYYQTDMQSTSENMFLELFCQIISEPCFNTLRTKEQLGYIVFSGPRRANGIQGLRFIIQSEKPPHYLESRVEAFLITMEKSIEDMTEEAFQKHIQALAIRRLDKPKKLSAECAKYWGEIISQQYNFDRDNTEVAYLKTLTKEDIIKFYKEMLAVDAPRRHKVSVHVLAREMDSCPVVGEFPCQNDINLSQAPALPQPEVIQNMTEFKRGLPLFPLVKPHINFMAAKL
pCIP destab: compounds decreasing mouse p/CIP protein stability; Q05BA5; F442A p/CIP-EGFP cells, EGFP fluorescence, 16 h; decrease of EGFP signal, % at 10 µM; actives 0.01% (n = 290,000); AID 1984;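 active = EGFP signal decrease of at least 30% at 10 µM or well 3 SD below plate mean, unless failing retest; inactive = the rest, including hits failing retest or dose response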; also: some compounds called inactive have numbers as strong as hits; many of its hits are not listed in these tables
GalR3 antagonist: blocks the human galanin receptor 3 | O60755 | HEK293 GalR3-CNG cAMP membrane potential fluorescence; galR3 body fused to GalR1 C-terminus | inhibition, % at 3 µM | actives 0.44% (n = 360,000) | AID 651719;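 active = inhibition above the screen-wide average plus 3 SD, cut at about 13% in these data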;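 also: forskolin and galanin both at EC90 stimulate the cells; cAMP rise reported by CNG channel membrane potential dye signal; 0% = forskolin plus galanin with DMSO and 100% = forskolin alone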
IDE act: IDE (human) activation, cell-based. P14735. HEK cells, FAbeta-B cleavage, fluorescence polarization; 0% vehicle, 100% cell-free pure enzyme wells. activation, % at 5.96 µM. actives 0.073% (n = 340,000). AID 493087;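 active = activation above the mean of all tested compounds plus 3 SD, set per screening campaign, cut at about 17% in these data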
PHOSPHO1 block: inhibitors of human PHOSPHO1 phosphatase. inhibition, % at 13.3 µM. actives 1.1% (n = 290,000). recombinant PHOSPHO1, absorbance phosphatase assay. AID 1565; in the data active = inhibition above about 60%
CRFBP-R2 block: CRF-BP/CRF-R2 complex antagonism; HEK293 CRF-R2/CRF-BP, CRF-induced calcium fluorescence; inhibition, % at 11.8 µM; actives 0.59% (n = 350,000); AID 588475;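 active = inhibition of the ligand-induced calcium signal above about 50% at the single tested concentration, limit read from the data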
* marks the source's active call; other numbers are inactive results; · = no result given; [ ] = remark or other dose. The order is random; overall some 4.2% were active at least once.

SMILES	CRFR2-BP ag	MEKK3 PB1 HTS	CHRM4 PAM	IDE inh	pCIP destab	GalR3 antagonist	IDE act	PHOSPHO1 block	CRFBP-R2 block
COc1cccc(/C=C(\C)C(=O)c2c(C)cc(C)[nH]c2=O)c1OC	10	104	5	5	-11	2	2	11	9
CC(C)(C)OC(=O)NCc1ccc(NC(=O)c2nc[nH]c2C(=O)NCCNC(=O)c2[nH]cnc2C(=O)Nc2ccc(CNC(=O)OC(C)(C)C)cc2)cc1	4.2	·	6	-4	·	·	4	·	23
O=C(COc1ccc(Cl)cc1)NCc1nnc(SCC(=O)Nc2ccc3c(c2)OCCO3)o1	-1.7	100	-1	4	-10	2	3	-29	3
Cc1nn(C)cc1CNCc1ccc(OCC(O)CN(C)Cc2ccccc2)cc1 (stereo unspecified)	0.5	97	-2	-4	-1	-2	0	-6	12
CCn1c(SCC(=O)N/N=C/C=C\c2ccccc2[N+](=O)[O-])nc2ccccc21	-1.5	98	-13	0	-3	-3	1	-14	0
Cc1onc(-c2ccccc2)c1C(=O)Nc1ccncc1	-0.4	98	-2	-2	-9	-3	5	1	-13
Clc1ccc(-c2nnc(C3CC3)o2)cc1	-2.3	98	-27	9	-8	-2	2	32	10
CCOCC(=O)NC1CCc2cc(OC(=O)COCC)c(OC)c(OC)c2-c2ccc(SC)c(=O)cc21 (stereo unspecified)	-2.0	·	3	·	·	3	2	·	14
COc1ccccc1NC(=O)CSc1nc2sc3c(c2c(=O)n1-c1ccccc1)CCN(C)C3	5.8	96	-4	13	-17	3	-6	-4	4
COc1ccc(C(=O)Nc2ccc(NC(=O)c3ccccc3F)cn2)cc1	4.9	100	-2	4	-14	-5	-1	22	28
O=C(N/N=C/c1cccc(O)c1)c1ccc(NC(=O)C2CCCCC2)cc1	-2.8	100	-6	·	-5	1	3	33	17
COc1cccc(CN2CC(C(=O)N(C)CCCC3CCCC3)CCC2=O)c1 (stereo unspecified)	-2.8	107	-5	-3	-9	-6	-4	40	-5
NC(=O)c1ccsc1NC(=O)CSc1nnc2ccccn12	-1.7	96	3	-2	-4	2	-4	12	-2
O=C(C1=NN[C@@H]2C(=O)N(Cc3ccccc3)C(=O)[C@H]12)c1ccc(F)cc1	0.3	108	-9	5	-10	-5	·	16	-9
Cc1csc(=O)n1CCC(=O)OC(C)C(=O)NCc1ccccc1 (stereo unspecified)	-1.5	·	-2	6	·	-5	-2	·	11
N#Cc1cc2c([nH]c1=O)CCCC2	-0.3	76	-2	5	1	8	-1	30	-3
COc1cccc2sc(NNC(=O)COc3ccccc3)nc12	-0.5	103	5	9	6	4	3	29	0
COc1ccc(C(=O)N=c2sc3ccccc3n2C)cc1OC	-2.8	115	-2	10	11	-5	0	-10	-5
CCCCn1nnnc1SCC(=O)NC1CCCCC1	1.8	98	0	-4	-20	-6	5	19	-1
CC(=O)OC1CC(C)(C)N(OC(=O)c2ccccc2)C(C)(C)C1	3.7	103	10	3	5	-6	3	28	-5
COc1ccc(C2/C(=C(/O)c3ccccc3)C(=O)C(=O)N2CC(C)O)c(OC)c1 (stereo unspecified)	-1.5	98	22	8	-7	-2	5	40	9
CCc1ccc(S(=O)(=O)Nc2cc(SCC(=O)O)c(O)c3ccccc23)cc1	-0.8	105	12	8	-19	-1	-2	53	7
CC[C@@H]1CCCCc2ccccc2[C@@H](C(=O)C[C@H](O)CC(C)=O)OC1=O	-1.6	·	3	6	·	-6	2	·	-4
COCCCN1C(=O)c2ccccc2C1C(=O)NC1CCCCCC1 (stereo unspecified)	0.2	102	5	5	-19	-5	-3	4	-4
C=CCn1c(SCc2c(C)noc2C)nc2cc(C(=O)O)ccc2c1=O	-1.3	102	7	-1	·	-8	2	·	-7
C[C@H](c1ccccc1)n1nnc(COCc2ccccc2)c1C#CCOCc1ccccc1	5.5	105	10	3	-14	-10	-1	40	1
Cc1ccccc1NC(=O)NCCCN1CCN(c2ccccc2)CC1	1.9	93	0	2	-6	-5	1	-7	-8
COc1ccc(N2C(N)=NC(N)=NC23CCCC3)cc1	0.9	110	4	1	-2	3	4	9	13
Cc1ccc(NC(=O)C(c2ccc(Cl)cc2Cl)N2CCCC2)cc1 (stereo unspecified)	0.2	118	1	0	4	-6	-2	-1	-46
Cc1cccc(N2CCN(C(=O)CCCn3c(=S)[nH]c4cc5c(cc4c3=O)OCO5)CC2)c1C	5.7	·	-6	-4	-25	-4	-2	-26	33
O=C(COc1cccnc1[N+](=O)[O-])N1N=C(c2ccc(Cl)cc2)CC1c1ccco1 (stereo unspecified)	2.4	102	14	1	-5	-1	-2	-10	3
O=C(NCCNC1CCC(c2ccccc2)CC1)c1ccc(F)cc1 (stereo unspecified)	5.9	99	-12	3	1	-12	-2	2	-9
COc1cccc(Nc2ncnc3nc[nH]c23)c1	-1.8	102	5	-2	5	3	6	-6	-7
COc1cc(OC)c(S(=O)(=O)Nc2ccc(C(=O)O)cc2)cc1S(=O)(=O)Nc1ccc(C(=O)O)cc1	-1.1	102	0	1	-5	6	-4	26	-5
CC(OC(=O)/C=C/c1cccs1)C(=O)Nc1ccc(S(N)(=O)=O)cc1 (stereo unspecified)	1.4	101	-5	-2	9	-5	0	6	-3
CC(=O)c1c(C)[nH]c(C(=O)OCC(=O)Nc2cc(C(F)(F)F)ccc2N2CCOCC2)c1C	-2.0	103	5	0	0	-1	-4	-31	-6
COc1ccc(C2=Nn3c(nnc3-c3cccnc3)SC2)cc1OC	-1.0	106	5	3	-13	1	-3	2	-2
Cc1cc(C)n2nc(SCC(=O)N3CCC(C(=O)O)CC3)nc2n1	1.0	·	4	1	·	-1	-5	·	7
Nc1ccc(N2CCN(c3ccc(Cl)c(Cl)c3)CC2)cc1	0.6	94	-11	2	1	-4	3	0	-24
COc1cccc(SCc2noc(C(=O)NCC3CCCO3)c2C(=O)O)c1 (stereo unspecified)	0.3	110	5	1	-6	-2	1	-19	-1
COc1ccccc1NC(=O)c1ccc(C)s1	1.8	104	2	-2	-5	-1	-4	11	-37
COCCCNS(=O)(=O)c1cc2c3c(c1)C(C)C(=O)N3CCC2 (stereo unspecified)	-0.3	100	-1	3	5	-7	2	14	9
S=C(NCC1CCCO1)Nc1ccc(Nc2ccccc2)cc1 (stereo unspecified)	-1.0	·	1	4	-25	-8	-2	41	-11
O=C(O)C1C2C=CC(C2)C1C(=O)NCc1cccc(Cl)c1 (stereo unspecified)	0.4	105	-4	-1	9	11	-2	·	-8
CN(C)c1ccc(NC(=O)COC(=O)c2ccc3c(c2)OCO3)cc1	3.8	·	-2	2	·	-6	7	·	-21
CCn1c(C)c(C(C)=O)c(N2CCN(C(=O)c3ccco3)CC2)nc1=S	1.5	107	-9	6	-10	-1	1	-1	-1
O=S(=O)(c1cccc(F)c1)N1CCN(C(=S)NCc2ccccc2)CC1	0.6	111	10	-1	-6	-6	-1	21	-2
Cc1ccc(-n2ncc3c2CC(C)(C)CC3NC(=O)CCCN2CCCC2=O)cc1 (stereo unspecified)	-2.6	105	-4	4	-21	0	4	33	1
Cc1ccccc1Nc1nc(N)nc(COC(=O)c2ccco2)n1	1.4	·	2	-4	·	-2	-5	·	-9
Nc1ccc(S(=O)(=O)Nc2nccc(/C=C/c3ccc(Br)s3)n2)cc1	-3.3	99	5	-1	-2	-3	3	6	0
Cc1cc(C)c2c3c(oc2n1)C(=O)N(c1cccc(Cl)c1)CC(=O)N3	1.0	101	-6	1	-5	2	-2	42	15
S=C(NCCN1CCOCC1)N/N=C/c1c2ccccc2cc2ccccc12	15	1.0*[inhibitor]	1	2	2	-2	1	24	-32
CCCN1C(=O)c2ccccc2NC1c1ccc(C)cc1 (stereo unspecified)	-7.5	91	-2	4	-10	-6	1	9	1
CSc1nnc2c3ccccc3c3ccccc3c2n1	2.2	·	-4	·	-11	5	-4	42	-2
CCCn1c(SCC(=O)Nc2ccc3c(c2)OCCO3)nnc1-c1ccco1	0.9	98	0	-2	-9	-1	3	6	-23
O=C(CNC(=O)c1ccc(Cl)cc1)OCc1nc2ccccc2s1	-0.1	100	5	0	0	-1	1	9	-4
CCC(=O)Nc1ccc(C(=O)NNC(=O)c2ccc([N+](=O)[O-])cc2)cc1	3.1	100	5	1	9	-5	-1	-26	9
COc1ccc2c(c1)C(SCC(=O)NCc1ccccc1)CC(C)(C)O2 (stereo unspecified)	-2.9	108	5	1	-4	2	4	-23	22
Cc1cccc(OCC(=O)NC(Cc2ccccc2)C(=O)O)c1 (stereo unspecified)	-0.8	99	-8	10	-3	-11	7	2	-4
CC(=O)OCC(=O)[C@H]1CC[C@H]2[C@@H]3CC=C4C[C@@H](O)CC[C@]4(C)[C@H]3CC[C@]12C	-0.7	83	2	2	0	·	-2	6	6

Grouped by structure: the compounds so far with a thiophene ring, fused or not (5)
SMILES	CRFR2-BP ag	MEKK3 PB1 HTS	CHRM4 PAM	IDE inh	pCIP destab	GalR3 antagonist	IDE act	PHOSPHO1 block	CRFBP-R2 block
COc1ccccc1NC(=O)CSc1nc2sc3c(c2c(=O)n1-c1ccccc1)CCN(C)C3	5.8	96	-4	13	-17	3	-6	-4	4
NC(=O)c1ccsc1NC(=O)CSc1nnc2ccccn12	-1.7	96	3	-2	-4	2	-4	12	-2
CC(OC(=O)/C=C/c1cccs1)C(=O)Nc1ccc(S(N)(=O)=O)cc1 (stereo unspecified)	1.4	101	-5	-2	9	-5	0	6	-3
COc1ccccc1NC(=O)c1ccc(C)s1	1.8	104	2	-2	-5	-1	-4	11	-37
Nc1ccc(S(=O)(=O)Nc2nccc(/C=C/c3ccc(Br)s3)n2)cc1	-3.3	99	5	-1	-2	-3	3	6	0

Other results.
SMILES	CRFR2-BP ag	MEKK3 PB1 HTS	CHRM4 PAM	IDE inh	pCIP destab	GalR3 antagonist	IDE act	PHOSPHO1 block	CRFBP-R2 block
CSCC[C@H](NC(=O)c1cc([N+](=O)[O-])ccc1Cl)c1nc2ccccc2[nH]1	-1.2	143*	-2	-6	-8	-3	2	-1	-9
O=C(Nc1ccn(Cc2ccccc2)n1)c1cccc(Cn2cc([N+](=O)[O-])cn2)c1	0.1	103	-4	-2	-5	-3	4	-3	23
COC(=O)c1ccc(NC(=O)CN2CCN(S(=O)(=O)c3cc(Cl)ccc3OC)CC2)cc1	0.3	107	-6	10	-4	-1	-3	18	6
CN(C)S(=O)(=O)c1ccc(N2C(=O)CC2(/C=C/c2ccccc2)C(=O)NC2CCCC2)cc1 (stereo unspecified)	5.2	100	11	-2	-8	2	0	-10	-1
CC(C)CC(=O)OC(C)(C)[C@@H]1Cc2c(ccc3ccc(=O)oc23)O1	-0.6	·	0	1	·	-9	0	·	15
CCOC(=O)c1c(C)[nH]c(C(=O)CN2CCN(CC)CC2)c1C	-1.3	101	0	-1	4	-6	0	14	11
COc1ccc(S(=O)(=O)N2CCCN(CC(=O)Nc3cc(NC(C)=O)ccc3OC)CC2)cc1	-3.7	100	0	0	-2	-2	0	6	19
OCC(CBr)(CBr)CBr	2.0	·	4	7	·	-3	6	·	-3
COc1ccc(NS(=O)(=O)c2ccc(O)c(C(=O)OCC(=O)NC(C)C3CC4CCC3C4)c2)cc1 (stereo unspecified)	1.4	97	1	3	5	-5	4	-6	-10
Cc1[nH]c2ccccc2c1/C=N/NC(=O)CNC(=O)c1ccccc1	2.6	77	-6	7	-1	-4	-3	32	-5
COc1ccc(-c2cc(C(=O)N3CCN(c4ccccc4OC)CC3)no2)cc1	-1.1	101	-6	-3	-14	-8	-2	4	2
